PfG6PD inh = PfG6PD (Plasmodium falciparum) enzyme inhibition; AID 504690; 0.78% of 350,000 active; PfGluPho enzyme, NADPH resazurin-diaphorase fluorescence; inhibition, % at 20 µM;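 active = inhibition reaching at least a set limit at 20 µM in the primary screen, cut at about 59% in these data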;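 note: 0% = DMSO wells with substrate and 100% = DMSO wells lacking glucose-6-phosphate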
HKDC1 inhibitor = HKDC1 (human) hexokinase inhibition. Q2TB90. recombinant HKDC1, G6PDH/diaphorase resazurin coupled fluorescence. inhibition, % at 20 µM. 0.16% of 340,000 active. AID 493160;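 active = inhibition above about 35% when tested at 20 µM, limit read from the data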;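 note: plate controls were DMSO wells with enzyme for no effect and DMSO wells lacking enzyme for full effect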
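test system = in-house recombinant HK5 (HKDC1) enzyme | amount = HKDC1 at 5 µg/mL | control set = DMSO-enzyme wells negative, buffer-substituted wells positive | compound = one dose of 20 µM, 1% DMSO | schedule = reaction time 90 min, room temperature, protected from light | technique = resorufin fluorescence at 613 nm | reagent = glucose with 1 mM ATP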
SENP8 block-1 = inhibitors of human SENP8 protease; 1.2% of 330,000 active; inhibition, % at 10 µM; purified SENP8, Z-RLRGG-aminoluciferin cleavage, luminescence; AID 2540; in the data active = inhibition above about 50%
Target sequence (Q96LD8 whole entry, looked up): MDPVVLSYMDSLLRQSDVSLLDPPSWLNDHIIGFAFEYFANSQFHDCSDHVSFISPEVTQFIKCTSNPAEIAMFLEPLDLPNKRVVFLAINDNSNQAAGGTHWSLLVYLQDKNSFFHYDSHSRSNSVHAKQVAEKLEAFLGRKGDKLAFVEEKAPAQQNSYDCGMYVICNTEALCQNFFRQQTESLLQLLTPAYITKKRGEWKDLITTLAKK
SENP8 block-2 = inhibitors of human SENP8 protease | Q96LD8 | recombinant SENP8, Nedd8 substrate fluorescence | inhibition, % at 20 µM | 0.64% of 360,000 active | AID 602440; in the data active = inhibition mostly above about 40%, no sharp cut-off; inactive = mostly below about 27%
Apaf-1 inh = inhibitors of human Apaf-1 apoptosome; reconstituted apoptosome caspase-3 activity, DEVD-Rh110 fluorescence; inhibition, % at 20 µM; 0.71% of 330,000 active; AID 489030; active = inhibition of at least 40% at 20 µM;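 note: plate controls were DMSO wells for no effect and DEVD-CHO caspase inhibitor wells for full effect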
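detection = Rh110 fluorescence intensity | test system = biochemical Apaf-1 apoptosome reconstitution | also added = cytochrome c and DEVD-Rh110 substrate | schedule = 30 min plus 50 min, RT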
NLRP3 yeast inh = inhibitors of NALP3 inflammasome in yeast; Yeast reconstituted NLRP3/ASC/caspase-1, beta-gal luminescence, 24 h; inhibition, % at 10 µM; 0.39% of 330,000 active;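 active = inhibition of 50% or more; inactive = inhibition below 50%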;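 note: plate controls were induced DMSO wells for no effect and uninduced yeast grown without galactose for full effect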
SENP1 inh = blocks the human SENP1 SUMO protease catalytic domain | Q9P0U3 | recombinant SENP1 catalytic domain, CyPet-SUMO1-YPet FRET cleavage | inhibition, % at 10 µM | 0.21% of 360,000 active;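 active = inhibition at least 30% at 10 µM, raw YFP signal under a set limit, fluorescence ratio 0.5 to 1.5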;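 note: 0% = enzyme with DMSO and 100% = no enzyme wells; some results filed as inactive read as strong as hits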
Target sequence (Q9P0U3 419-644 limits assumed): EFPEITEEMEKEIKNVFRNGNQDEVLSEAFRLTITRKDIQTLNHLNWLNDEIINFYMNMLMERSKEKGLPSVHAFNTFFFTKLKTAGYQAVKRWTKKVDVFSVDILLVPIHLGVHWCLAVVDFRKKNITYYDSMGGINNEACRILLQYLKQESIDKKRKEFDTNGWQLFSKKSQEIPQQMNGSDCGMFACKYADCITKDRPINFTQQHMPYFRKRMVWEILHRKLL
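System: Recombinant human SENP1 catalytic domain, His6-tagged | Incubation: Enzyme reaction for 50 min at room temperature, dark | Medium: Tris pH 8 with BME, BSA, NP40 and catalase | Also added: 25 nM SUMO1 FRET substrate | Compound: 10 µM single point, 0.5% DMSO | Measured by: FRET fluorescence in CFP and YFP emission channels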
SENP6 block = blocks the human protease SENP6. Recombinant SENP6 catalytic domain, aminoluciferin luminescence. AID 2599. inhibition, % at 10 µM. Q9GZR1. 1.8% of 330,000 active;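 active = inhibition above about 50% at the single tested dose, limit read from the data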;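 note: plate controls were DMSO wells with enzyme for no effect and DMSO wells lacking enzyme for full effect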
SENP7 block = blocks the human protease SENP7 | inhibition, % at 5 µM | 1.5% of 330,000 active | recombinant SENP7, Z-RLRGG-aminoluciferin luminescence, 40 min;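 active = inhibition above about 50% at the single test dose, limit read from the data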;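 note: plate controls were DMSO with enzyme for no effect and no enzyme buffer wells for full effect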
Target sequence (Q9BQF6 706-1050 limits assumed): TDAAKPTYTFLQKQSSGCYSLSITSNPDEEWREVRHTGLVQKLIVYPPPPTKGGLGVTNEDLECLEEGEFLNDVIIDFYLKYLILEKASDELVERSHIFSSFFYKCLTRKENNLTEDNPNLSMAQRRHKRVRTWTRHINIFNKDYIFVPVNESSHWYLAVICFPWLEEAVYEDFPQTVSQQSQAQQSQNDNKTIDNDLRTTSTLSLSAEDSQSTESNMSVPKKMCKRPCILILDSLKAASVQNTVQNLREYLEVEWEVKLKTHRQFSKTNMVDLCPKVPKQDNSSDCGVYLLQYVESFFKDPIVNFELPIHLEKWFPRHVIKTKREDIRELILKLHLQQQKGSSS
The depositor's hits bear a star; · = not tested or not shown; & = joins results of further samples.

SMILES | PfG6PD inh | HKDC1 inhibitor | SENP8 block-1 | SENP8 block-2 | Apaf-1 inh | NLRP3 yeast inh | SENP1 inh | SENP6 block | SENP7 block
COc1ccc2cc(C(c3nnnn3C(C)(C)C)N3CCSCC3)c(=O)[nH]c2c1 (stereo not drawn) | 4.1 | -12.3 | -8.7 | -177.7 | -13.2 | 4.1 | -67.6 | 0.9 | 4.1
CCN(CC)S(=O)(=O)c1cccc(C(=O)N/N=C/c2ccc(O)c(O)c2O)c1 | 66.0* | 2.0 | · | 36.9 | · | · | -26.2 | · | ·
CCCCNC(=O)c1ccc(CNc2c(N3CCC(C(=O)OCC)CC3)c(=O)c2=O)cc1 | -2.9&1.3 | -3.5&3.1 | 7.3 | -3.3&16.1 | 6.4 | 23.6 | 0.6&0.0 | 3.4 | 4.5
COC(=O)CC1Oc2ccc(C)cc2NC1=O (stereo not drawn) | 14.3 | -5.8 | 7.4 | 6.0 | -16.3 | 9.9 | 0.2 | -0.2 | -0.2
C[C@H](NC(=O)c1nc[nH]c1C(=O)N1CCN(c2ccccc2)CC1)C(=O)OCc1ccccc1 | -2.7 | -5.4 | -12.7 | 29.9 | 15.6 | 5.6 | 2.7 | -20.1 | -11.7
CCCNC(=O)N1CCN(Cc2ccco2)CC1 | -6.4 | -6.6 | 2.3 | 17.7 | -5.8 | -2.0 | 0.0 | 5.2 | 1.0
COCCNC(=O)Cn1c(=O)n(C)c2ccccc21 | -7.6 | -5.9 | -4.4 | 4.2 | 2.2 | 4.4 | 1.9 | -1.3 | 3.5
O=C(O)c1cccc(-n2sc3ccccc3c2=O)c1 | 114.2* | 5.2 | 37.2 | 14.1 | 7.7 | 22.5 | 3.0 | 35.1 | 34.5
COc1ccc(-c2nc(CS(=O)CC(=O)NC(C)CCc3ccccc3)c(C)o2)cc1OC (stereo not drawn) | -1.4 | -1.4 | -11.8 | 15.4 | 5.1 | -12.7 | -0.5 | -18.2 | -14.6
COc1ccc(-n2c3c(cc(C(=O)N4CCCCC4)c2=O)C(=O)CC(C)(C)C3)cc1 | -10.2 | 1.9 | -4.2 | 19.0 | -8.0 | 3.7 | 1.1 | -6.1 | -0.2
CSc1nc2nc3c(c(=O)n2[nH]1)CCC3 | 15.6 | -1.8 | 5.4 | 12.7 | 6.6 | 6.5 | 0.5 | 5.0 | 4.5
O=C(C[N+]12CC[N+](CC(=O)c3ccc(F)cc3)(CC1)CC2)c1ccc(F)cc1 | -2.2 | -1.2 | 1.3 | 16.9 | 3.1 | -7.6 | 0.0 | -11.8 | 1.3
O=C(CCSCc1ccc(Cl)cc1)NCCC1=CCCCC1 | 6.5 | -7.0 | 6.6 | 11.3 | 14.1 | 24.5 | -0.3 | 9.2 | -0.3
COc1ccc(C(=O)Nc2nnc(S(=O)(=O)N3CCOCC3)s2)cc1 | 78.4* | 2.9 | 6.1 | -372.4 | -11.6 | 0.7 | 1.7 | 2.9 | 0.9
COc1ccc(C)cc1NC(=O)c1ccc(OCc2c(C)noc2C)cc1 | -20.9 | -0.7 | 3.6 | 5.5 | 9.7 | 37.6 | 1.9 | 5.4 | -0.6
Nc1c(S(=O)(=O)c2ccccc2)c2nc3ccccc3nc2n1CCN1CCOCC1 | -4.5 | -6.0 | 3.6 | -384.9 | -4.2 | 5.5 | -18.3 | 2.3 | 2.2
C/C(N)=C(/C#N)C(=O)CSc1nc2ccccc2c(=O)n1CCCOC(C)C | 8.7 | -3.0 | -3.5 | -2.2 | 5.8 | -0.4 | -2.2 | -9.3 | 3.3
CN(C)/C=C1\C(=O)N(c2ccc(F)cc2F)C(c2cccnc2)S1(=O)=O (stereo not drawn) | -15.3 | -2.5 | -1.9 | 28.4 | -7.9 | 12.8 | 3.1 | 2.7 | -8.4
COCCCNC(=O)/C=C/c1ccc(OCc2c(F)cccc2Cl)cc1 | -8.9 | -1.8 | -8.3 | 10.4 | 7.6 | 50.9* | 0.0 | -6.5 | 3.2
COc1ccc2nc(Nc3sc4c(c3C(N)=O)CCCC4)sc2c1 | 66.7* | 1.4 | -7.0 | -388.4 | 16.9 | 12.0 | -28.3 | -0.2 | -4.3

The last 4 entries of the section above are carried over, then new ones follow:
SMILES | PfG6PD inh | HKDC1 inhibitor | SENP8 block-1 | SENP8 block-2 | Apaf-1 inh | NLRP3 yeast inh | SENP1 inh | SENP6 block | SENP7 block
C/C(N)=C(/C#N)C(=O)CSc1nc2ccccc2c(=O)n1CCCOC(C)C | 8.7 | -3.0 | -3.5 | -2.2 | 5.8 | -0.4 | -2.2 | -9.3 | 3.3
CN(C)/C=C1\C(=O)N(c2ccc(F)cc2F)C(c2cccnc2)S1(=O)=O (stereo not drawn) | -15.3 | -2.5 | -1.9 | 28.4 | -7.9 | 12.8 | 3.1 | 2.7 | -8.4
COCCCNC(=O)/C=C/c1ccc(OCc2c(F)cccc2Cl)cc1 | -8.9 | -1.8 | -8.3 | 10.4 | 7.6 | 50.9* | 0.0 | -6.5 | 3.2
COc1ccc2nc(Nc3sc4c(c3C(N)=O)CCCC4)sc2c1 | 66.7* | 1.4 | -7.0 | -388.4 | 16.9 | 12.0 | -28.3 | -0.2 | -4.3
O=C(Nc1ccc(Cl)c(C(=O)N2CCOCC2)c1)c1ccccc1 | 15.3 | -3.1 | 4.0 | 2.8 | 5.8 | 6.9 | 2.2 | -10.8 | 3.9
Cc1ccc2nc(NC(=O)CN3C(=O)NC4(CCCCC4)C3=O)sc2c1 | 7.9 | -3.2 | 7.6 | 16.8 | 20.1 | 0.5 | -1.9 | 3.0 | -0.9
COc1cc(C(=O)N/C(=C\c2cn(C)c3ccccc23)C(=O)NCCN2CCOCC2)cc(OC)c1OC | 3.9 | -6.9 | -15.7 | -22.9 | 2.0 | 17.7 | -25.6 | -3.6 | 9.2
CCOC(=O)C1CCCN(C(=O)C2COc3ccccc3O2)C1 (stereo not drawn) | -9.2 | -0.7 | · | 14.0 | · | · | 3.1 | · | ·
COC(=O)c1c(NC(=O)CSc2nnc(CNc3ccc(Cl)cc3)o2)sc(C)c1C | 14.2 | -1.0 | 3.8 | 8.4 | 18.4 | 10.2 | 0.4 | 4.5 | 8.8
COc1ccc(Cc2nnc(SCC(=O)N(c3ccccc3)C(C)C)n(N)c2=O)cc1 | 16.8 | -0.7 | -1.5 | 1.2 | 14.2 | 17.4 | 0.9 | -6.4 | -2.5
CO/N=C(/CS(=O)(=O)c1ccc(C)cc1)c1ccc(OC)cc1 | 5.6 | 2.1 | 0.0 | 28.3 | -1.6 | 13.5 | 2.8 | -4.4 | -5.2
O=C(NCc1ccccc1)C(c1ccccc1F)N(CC1CCCO1)C(=O)c1ccccn1 (stereo not drawn) | -1.0 | -8.6 | 2.1 | 8.8 | -3.7 | -5.3 | -2.4 | -7.6 | -7.5
CCCNc1nc2nc3ccccn3c(=O)c2cc1C(=O)NCCN1CCOCC1 | -3.0 | -5.2 | -2.2 | -314.3 | -2.3 | 15.6 | -23.9 | 12.6 | 1.9
CCC(=O)Nc1ccc(-c2csc(NNC(C)=O)n2)cc1 | -7.1 | -5.6 | -1.6 | 1.9 | -7.0 | 28.1 | 2.6 | 13.9 | 1.4
Cc1ccnc(SCC(=O)Nc2sc3c(c2C#N)CCC(C(C)(C)C)C3)n1 (stereo not drawn) | 19.2 | -0.1 | -7.8 | 2.5 | 26.1 | 0.1 | 1.0 | 2.6 | -2.0
CSc1nc(N)nc(SCCS(=O)(=O)c2ccc(Cl)cc2)c1C#N | 31.0 | 3.1 | -0.1 | 1.4 | 5.4 | 14.5 | -1.0 | -12.3 | -0.3
O=C(CSCc1cccc(F)c1)N1CCN(c2ccccc2)CC1 | -2.9 | -7.3 | -1.9 | 6.7 | 9.2 | 23.5 | -5.8 | -1.4 | -6.8
O=C(NC1CCCCC1)c1cc(-c2ccccc2Cl)on1 | 4.9 | -6.0 | -13.9 | 10.0 | 8.5 | 27.1 | 0.2 | -21.2 | 1.9
Cc1cc2c(cc1C)-c1nnnn1C(C)(C)C2 | -5.9 | -9.3 | 5.0 | 18.6 | -7.4 | 7.5 | -0.1 | 8.9 | 3.9
N#CC1(NC(=O)COC(=O)C23CC4CC(CC(O)(C4)C2)C3)CCCCC1 | -7.0 | -6.5 | -0.9 | 12.2 | -7.6 | 20.0 | 1.4 | -9.6 | -3.5
COc1ccccc1N(CC(=O)NCCSc1ccc(Cl)cc1)S(C)(=O)=O | 2.8 | -6.1 | 11.0 | -32.7 | 1.9 | 2.7 | -6.9 | -13.7 | 1.5
NS(=O)(=O)c1ccc(-n2cccc2C=O)cc1 | 10.8 | -9.5 | -10.3 | 0.2 | -1.0 | 17.9 | 2.0 | 10.5 | -8.5
O=C(O)/C=C/C(=O)Nc1ccc(Cc2ccc(NC(=O)/C=C/C(=O)O)cc2)cc1 | -11.3 | -1.1 | 2.2 | 0.5 | -14.5 | -5.8 | 1.3 | 5.6 | 2.4
CC(C)c1c(C(=O)N/N=C/c2c[nH]c3ccccc23)nnn1-c1nonc1N | 1.7 | -0.7 | -12.8 | -54.2 | 9.0 | -1.4 | -2.7 | -8.0 | -5.9
O=C1NC(=Nc2ccccc2Cl)S/C1=C\c1cc([N+](=O)[O-])ccc1O | 25.2 | 19.6 | 14.7 | 23.0 | -8.9 | 30.2 | 31.9 | 23.4 | 6.1
CC(C)(C)n1nc2c(c1NC(=O)c1ccc(Br)o1)CS(=O)C2 (stereo not drawn) | 4.8 | -3.4 | -2.7 | 13.3 | -0.1 | 13.8 | -0.1 | 2.1 | -2.6
Cc1ccc(S(=O)(=O)N(C)CC(=O)N2CCN(Cc3ccc4c(c3)OCO4)CC2)cc1 | -1.0 | -6.3 | -1.5 | 28.7 | 2.6 | 14.8 | 1.1 | -24.9 | -4.3
O=C(Nc1ccc(C(=O)N2CCOCC2)cc1)c1cnn2c(C(F)F)cc(-c3ccccc3)nc12 | 24.9 | -1.4 | 0.7 | -129.1 | 16.1 | 18.5 | -0.4 | -30.3 | -6.7
OC(CN1CCCCCC1)CN(c1ccccc1)c1ccccc1 (stereo not drawn) | -4.2 | -7.0 | -0.3 | 12.5 | 0.5 | 8.9 | 2.5 | -11.3 | 1.0
Cc1ccc(S(=O)(=O)N(C)CC(=O)NCC(=O)Nc2ccc(F)c(F)c2F)cc1 | 8.4 | -3.8 | 5.6 | 9.5 | -5.5 | 10.8 | 1.2 | -2.3 | 2.0
Cc1ccccc1-c1nc2ccccc2[nH]1 | -2.9 | -9.2 | 16.1 | 20.0 | 2.0 | 29.4 | 2.3 | 30.1 | 15.1
COc1cc(CN(CCc2c(C)[nH]c3ccc(C)cc23)C(=S)NC(C)(C)C)cc(OC)c1OC | 35.8 | -2.0 | -10.5 | 22.2 | 15.1 | 17.9 | 2.3 | -7.1 | -3.3
CC(CCc1ccccc1)NC(=O)CN1CCN(c2ccc(O)cc2)CC1 (stereo not drawn) | 65.7* | 0.1 | 7.3 | 9.2 | 5.6 | -6.8 | 0.3 | 24.1 | 5.1
Cn1c(=O)oc2cc(S(=O)(=O)N3CCCC3)ccc21 | -3.5 | -1.8 | 8.8 | 13.4 | -3.1 | 15.2 | 0.9 | -13.9 | -2.7
COc1ccc(/C(C)=N/NC(=O)c2ccncc2)cc1[N+](=O)[O-] | 15.0 | 3.3 | 4.2 | 10.5 | -1.0 | 9.0 | -0.7 | 3.3 | 5.1

Screens from PubChem BioAssay.
